# KCNK9 inh = blocks the human KCNK9 two-pore domain potassium channel; actives 1.2% (n = 310,000); B-score at 10 µM; AID 488922; HEK293 KCNK9, FluxOR thallium flux fluorescence; hits give low values;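 active = ratio B-score over 3 SD below the library mean, with starting fluorescence within 5 SD of its mean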;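 note: negative B-score means less thallium flux so channel inhibition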
# Target sequence (Q9NPC2 whole entry, looked up, the tested form may be a part): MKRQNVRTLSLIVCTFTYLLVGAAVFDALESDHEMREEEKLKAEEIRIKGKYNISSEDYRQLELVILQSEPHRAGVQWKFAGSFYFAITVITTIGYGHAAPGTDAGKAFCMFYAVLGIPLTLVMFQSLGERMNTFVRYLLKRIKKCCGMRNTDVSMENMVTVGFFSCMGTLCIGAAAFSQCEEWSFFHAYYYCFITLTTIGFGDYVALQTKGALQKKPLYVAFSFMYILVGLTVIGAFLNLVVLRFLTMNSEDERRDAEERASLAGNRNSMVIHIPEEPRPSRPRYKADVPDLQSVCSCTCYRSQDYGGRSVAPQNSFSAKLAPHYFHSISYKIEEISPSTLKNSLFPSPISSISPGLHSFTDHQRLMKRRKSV
# KCNQ1 act = human KCNQ1 channel potentiation or activation; B-score at 10 µM; AID 2648; CHO-K1 KCNQ1, thallium flux FluxOR fluorescence; hits give high values; actives 0.35% (n = 310,000);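 active = fluorescence ratio B-score, a plate-corrected score, at least three library SD, with initial intensity B-score within 5 SD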
#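 System: CHO-K1 cells stably expressing KCNQ1 / Medium: assay buffer for compound exposure, DMSO matched across wells / Reagent: thallium- and potassium-containing depolarizing buffer / Compound: one concentration, matched DMSO / Incubation: 20 min compound pretreatment at room temperature / Measured by: kinetic FluxOR fluorescence, 10 s baseline plus 110 s post-stimulus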
# hERG rescue = shields human hERG channel from block by proarrhythmic agents. actives 0.51% (n = 310,000). CHO-hERG, FluxOR thallium flux, dofetilide IC70 present. activation (rescue from dofetilide block), less the hit threshold, % at 10 µM. Q12809;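 active = activation above the mean of controls blocked by dofetilide plus 5 SD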;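 note: thallium influx through hERG after potassium depolarization seen as dye fluorescence rise; in these data hits start at about 4.7%; inactives centre near -7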
# PolyA inhibitor = inhibitors of polyadenylation in S. cerevisiae. S. cerevisiae SKY197-pL101 polyadenylation reporter, beta-gal luminescence; efflux-impaired pdr1/pdr3 knockout yeast; score 100 = 6 SD above DMSO. calls only at 12 µM. actives 0.02% (n = 300,000);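 active = lowest replicate activity score at least 50, where 100 means six control SD above control mean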;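 note: yeast exposed to compound for 9 h at 30 °C; higher score means more reporter readthrough which indicates perturbed polyadenylation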
# GSK3B inh = blocks human GSK3beta kinase activity; P49841; GST-GSK3beta kinase, ADP-Glo luminescence, 60 min; hits give low values; activity score (negative = inhibition), % at 10 µM; actives 0.038% (n = 300,000); AID 2097;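 active = more than half of replicate wells score below -50%, meaning over 50% inhibition versus plate controls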;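 note: 0% = median DMSO wells and -100% = median GW8510 positive control wells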
#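 Assay system: GST-fused GSK3beta enzyme, cell-free / Medium: Tris pH 7.5 buffer with MgCl2, DTT, BSA, heparin / Also added: peptide substrate plus 25 µM ATP (final) / Compound: 10 µM single point / Timing: kinase reaction with compound 60 min at room temperature / Detection: ADP-Glo luminescence / Benchmarks: DMSO neutral wells and GW8510 at 20 µM as positive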
# KCNK3 inh = human KCNK3 channel inhibition, primary screen. O14649. CHO-KCNK3 thallium flux, FluxOR fluorescence; hits give low values. B-score at 10 µM. actives 0.84% (n = 340,000). AID 602410;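 active = B-score under library mean minus 4 SD, starting fluorescence ratio at most library mean plus 5 SD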;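 note: more negative B-score means stronger inhibition of thallium flux through KCNK3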
# KCNQ1 inh = human KCNQ1 channel inhibition; P51787; CHO-K1 KCNQ1, FluxOR thallium flux fluorescence; hits give high values; B-score at 10 µM; actives 1.3% (n = 310,000); AID 2642;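 active = compounds whose thallium flux B-score, printed positive for inhibition, exceeds three library SD while starting fluorescence stays within three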;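 note: channel opened by potassium depolarization with thallium stimulus after 20 min compound exposure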
# RGS4 pot = potentiators or activators of RGS4. AID 463111. HEK293 M3R/inducible RGS4, carbachol calcium flux Fluo4; hits give low values. B-score at 10 µM. actives 0.92% (n = 310,000);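 active = B-score of the integrated calcium signal more than 4 SD below the library mean, with starting fluorescence not abnormally high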;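 note: negative B-score means reduced calcium response which marks RGS4 activation or potentiation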
#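 Material: M3R-expressing HEK293 line, RGS4 induced by doxycycline | Schedule: Overnight RGS4 induction, 30 min dye load 37 °C, 20 min compound RT | Measured by: Fluo4 fluorescence kinetic imaging of calcium | Read-out: Integrated calcium ratio converted to B score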
# RGS4 inh = human RGS4 inhibition. P49798. HEK293 M3R/RGS4 inducible, Fluo-4 calcium flux; hits give high values; triggered by carbachol at its EC20. B-score at 10 µM. actives 0.45% (n = 310,000);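 active = B-score, a plate-corrected calcium signal, over three deviations above library mean, with baseline fluorescence within five deviations of library mean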;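 note: RGS4 expression induced by doxycycline in cells with stable M3 receptor; B-score is computed from the integrated fluorescence ratio over baseline after carbachol; higher B-score means a larger calcium signal and so more RGS4 inhibition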
# Target sequence (P49798 whole entry, looked up): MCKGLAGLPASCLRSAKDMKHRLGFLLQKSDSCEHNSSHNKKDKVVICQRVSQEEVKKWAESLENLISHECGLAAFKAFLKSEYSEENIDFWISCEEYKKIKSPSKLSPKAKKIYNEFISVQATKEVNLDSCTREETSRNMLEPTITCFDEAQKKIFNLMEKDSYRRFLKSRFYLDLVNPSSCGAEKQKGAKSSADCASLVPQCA
# Dyrk1A ADPGlo = inhibitors of rat Dyrk1A kinase; inhibition, % at 12.5 µM; actives 0.43% (n = 310,000); Q63470; ADP-Glo luminescence, NFATc1 peptide; in the data active = inhibition above about 50%;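 note: plate controls were vehicle with enzyme for no effect and no enzyme for full effect; many of its hits are not listed in these tables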
# GSK3A inh = inhibitors of human GSK-3 alpha kinase; ADP-Glo luminescence, 60 min; AID 2650; actives 0.1% (n = 320,000); inhibition, % at 10 µM;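 in the data active = inhibition above about 50%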;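 note: GST-tagged GSK-3 alpha with peptide substrate and 25 µM ATP; 0% = DMSO neutral wells and 100% = GW8510 positive control wells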
# Target sequence (P49840 whole entry, looked up): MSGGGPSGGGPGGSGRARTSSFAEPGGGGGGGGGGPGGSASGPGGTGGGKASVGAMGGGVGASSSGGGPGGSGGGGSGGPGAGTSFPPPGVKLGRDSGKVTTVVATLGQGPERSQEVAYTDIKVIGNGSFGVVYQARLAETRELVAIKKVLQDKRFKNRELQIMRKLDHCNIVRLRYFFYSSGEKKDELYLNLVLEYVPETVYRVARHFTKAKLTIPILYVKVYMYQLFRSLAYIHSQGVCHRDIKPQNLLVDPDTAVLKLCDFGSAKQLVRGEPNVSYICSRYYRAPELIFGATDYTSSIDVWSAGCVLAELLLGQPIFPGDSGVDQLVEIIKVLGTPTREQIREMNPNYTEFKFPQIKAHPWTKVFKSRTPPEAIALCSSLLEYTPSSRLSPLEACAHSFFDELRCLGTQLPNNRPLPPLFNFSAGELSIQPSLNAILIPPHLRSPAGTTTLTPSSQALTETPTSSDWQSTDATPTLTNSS
# An asterisk follows results filed as active; i = inactive; . = no result given.
SMILES,KCNK9 inh,KCNQ1 act,hERG rescue,PolyA inhibitor,GSK3B inh,KCNK3 inh,KCNQ1 inh,RGS4 pot,RGS4 inh,Dyrk1A ADPGlo,GSK3A inh
COc1cccc(C(=O)OCC(=O)c2ccc(Br)s2)c1,i,i,-13,i,-3,-9.3*,i,i,i,2,-4
O=C(N/N=C/c1ccc(N2CCOCC2)cc1)c1ccc(O)cc1,i,i,-12,i,-2,i,i,i,i,3,5
Cc1cc(C(=O)Nc2ccc(N3CCCC3)c(Cl)c2)ccc1[N+](=O)[O-],i,i,-2,i,3,i,i,i,i,4,3
COc1ccccc1-n1cc(-c2ccccc2)[nH]c1=S,i,i,-6,i,1,i,i,i,i,-2,-2
CN(C)S(=O)(=O)c1ccc(C(=O)NCC(=O)N/N=C/c2ccco2)cc1,i,i,-10,i,-3,i,i,i,i,3,-3
CCOC(=O)c1cnc2c(cnn2C)c1NCCCN(C)C,i,i,-12,i,3,i,i,i,i,2,3
COc1ccc(N(CC(=O)Nc2c(C)n(C)n(-c3ccccc3)c2=O)S(=O)(=O)c2ccc(F)cc2)cc1,i,i,-8,i,-5,i,i,i,i,-4,0
O=C1CC(C(=O)N2CCCc3ccccc32)CN1c1ccc(Cl)cc1 (stereo not drawn),i,i,-9,i,.,i,i,i,i,-3,-3
CC(C)(C)c1cc(OC(=O)c2ccccc2F)ccc1O,-10*,i,-4,i,-2,i,i,i,i,-5,-3
CC1CN(c2ncnc3c2oc2ccccc23)CC(C)O1 (stereo not drawn),i,i,-6,i,-2,i,i,i,i,11,20
CCN(CC)c1ccc(/C=N/NS(=O)(=O)c2ccc(CNC(C)=O)cc2)cc1,i,i,-10,i,-1,i,i,i,i,-6,-2
O=C(CSc1nnnn1-c1ccccc1)Nc1ccc(N2CCOCC2)c(Cl)c1,i,i,-2,i,-1,i,i,i,i,0,-2
CCOc1ccc(C(=O)CCCC(=O)c2ccc(OCC)cc2)cc1,i,i,-12,i,3,i,i,i,i,-2,1
CC(C)(C)c1ccc(NC(=O)C2CCCN(c3cnccn3)C2)cc1 (stereo not drawn),i,i,-8,i,1,i,i,i,i,-2,.
O=c1c(OC2OC(CO)C(O)C(O)C2O)c(-c2ccc(O)c(O)c2)oc2cc(O)cc(O)c12 (stereo not drawn),i,i,-10,i,-1,i,i,i,i,75*,6
COc1ccccc1N1CCN(S(=O)(=O)c2c[nH]c(=O)[nH]c2=O)CC1,i,i,-10,i,-2,i,i,i,i,-6,1
CC(C)CNC(=O)NC1(C(F)(F)F)Oc2ccccc2O1,i,i,-9,i,-1,i,i,i,i,.,1
O=C(NCc1cccnc1)c1ccc2c(c1)C(=O)N(Cc1ccccc1)C2=O,i,i,-8,i,-2,i,i,i,i,3,-1
CN(CC1CCCN(CCc2ccc(F)cc2)C1)C(=O)CCC(N)=O (stereo not drawn),i,i,-2,i,-5,i,i,i,i,0,2
CC(=O)Nc1ccc(S(=O)(=O)N2CCC(N(C)CCC(C)C)CC2)cc1,i,i,-1,i,1,i,i,i,i,-3,-3
COC(=O)c1sccc1NC(=O)c1c(C)c(-c2cccc(Cl)c2)nc2ccccc12,i,i,-4,i,-23,i,i,i,i,3,-2
O=C(/C=C\c1ccco1)c1ccc(NC(=O)c2ccco2)cc1,i,i,-16,i,-3,i,i,i,i,4,-5
CC(=O)C1=C(c2ccccc2)NC(=O)NC1c1ccccc1OCC(=O)Nc1ccccc1 (stereo not drawn),i,i,-11,i,10,i,i,i,i,-4,-1
COc1cc2c(cc1OC)-c1cc(Nc3cccc(F)c3)nc(=O)n1CC2,i,i,-8,i,0,i,i,i,i,-2,.
Cc1ccsc1C1Nc2ccc3ncccc3c2C2=C1C(=O)CC(C)(C)C2 (stereo not drawn),i,i,-13,i,6,i,i,i,i,7,2
# The results go on.
SMILES,KCNK9 inh,KCNQ1 act,hERG rescue,PolyA inhibitor,GSK3B inh,KCNK3 inh,KCNQ1 inh,RGS4 pot,RGS4 inh,Dyrk1A ADPGlo,GSK3A inh
Cc1nn(-c2ccc(Cl)cc2)c2sc(C(=O)N3CCN(c4ccccn4)CC3)cc12,i,i,-4,i,-1,i,i,i,i,10,-1
COc1ccccc1NC(=O)CCc1nnc2ccc(NCc3ccco3)nn12,i,i,-12,i,1,i,i,i,i,-8,-7
CCn1ncc([N+](=O)[O-])c1C(=O)Nc1ccc(C(=O)N2CCCCC2)cc1,i,i,-8,i,-2,i,i,i,i,3,2
CN1C(=O)c2cccc3c(S(N)(=O)=O)ccc1c23,i,i,-7,i,-4,i,i,i,i,4,-1
Cc1cc(S(=O)(=O)N2CCCOC2CNC(=O)C(=O)NCc2cccs2)ccc1F (stereo not drawn),i,i,-8,i,0,i,i,i,i,-5,-2
COc1cnn(-c2ccccc2)c(=O)c1OC,i,i,-10,i,0,i,i,i,i,.,-7
Cc1nc(CS(=O)(=O)c2ccc(Cl)cc2)cc(Sc2ccccc2Cl)n1,i,i,-9,i,1,i,i,i,i,2,-2
Cn1cc([N+](=O)[O-])c(C(=O)N/N=C\c2c[nH]c3ccccc23)n1,i,i,-3,i,-7,i,i,i,i,2,.
O=c1cc(N2CCCCC2)c(-c2ccccc2)nn1Cc1ccc(Cl)cc1,i,i,-4,i,0,i,i,i,i,4,3
CCOc1ccc2oc(=O)cc(CN3CCOCC3)c2c1,i,i,-2,i,1,i,i,i,i,9,0
CCOC(=O)C1CCN(C(=O)COc2ccc(S(=O)(=O)N3CCOCC3)cc2)CC1,i,i,-6,i,2,i,i,i,i,1,0
COc1ccc(-c2oc3ncn(Cc4ccco4)c(=N)c3c2-c2ccc(OC)cc2)cc1,i,i,-12,i,-3,i,9*,i,i,.,1
CCCCCCCC(=O)NNC(=O)c1c(O)c2ccccc2n(CC)c1=O,i,i,-6,i,-3,i,i,i,i,-1,-2
COc1ccc(C(=O)Nc2ccc(N3CCC(C)CC3)cc2)cc1Br,i,i,-5,i,-1,i,i,i,i,-3,4
CC(C)NC(=O)CCCn1c(=S)[nH]c2cc3c(cc2c1=O)OCO3,i,i,-9,i,-1,i,i,i,i,1,-17
CCCCC(=O)c1ccc(O)cc1,i,i,-3,i,-4,i,i,i,i,0,3
O=C(Nc1ccccc1SCC1CSc2nc3ccccc3c(=O)n21)c1cccc(Cl)c1 (stereo not drawn),i,i,-5,i,4,i,i,i,i,0,-1
Cn1c(=O)cc(OCCCC(=O)NCc2ccc(F)cc2Cl)c2ccccc21,i,i,-9,i,0,i,i,i,i,-4,-2
CC(OC(=O)Cn1cnc2ccccc2c1=O)C(=O)N(C)c1ccccc1 (stereo not drawn),i,i,-8,i,2,i,i,i,i,7,2
NC/C(=N\O)c1ccc(Cl)cc1Cl,i,i,-6,i,0,i,i,i,i,-7,-3
O=C(OC1CCOC1=O)c1ccc(Cl)c(S(=O)(=O)N2CCCCC2)c1 (stereo not drawn),i,i,-3,i,1,i,i,i,i,-3,.
COc1ccc(OC)c(NC(=O)CC2SC(=N)N(c3ccccc3)C2=O)c1 (stereo not drawn),i,i,-11,i,1,i,i,i,i,-5,-3
Cc1cc(C)n(-c2ccc(S(=O)(=O)N3CCCC3)cc2[N+](=O)[O-])n1,i,i,-10,i,1,i,i,i,i,-11,-3
Fc1ccc(CO/N=C2\CCCc3nonc32)cc1,i,i,-6,i,3,i,i,i,i,-7,-1
CCn1c(SCC(=O)N2CCN(S(=O)(=O)c3ccccc3)CC2)nnc1-c1cccs1,i,i,-15,i,0,i,i,i,i,1,-22

# Entries of single compounds from above. Order of values: KCNK9 inh | KCNQ1 act | hERG rescue | PolyA inhibitor | GSK3B inh | KCNK3 inh | KCNQ1 inh | RGS4 pot | RGS4 inh | Dyrk1A ADPGlo | GSK3A inh
# `CN(CC1CCCN(CCc2ccc(F)cc2)C1)C(=O)CCC(N)=O` (stereo not drawn) in the list: i | i | -2 | i | -5 | i | i | i | i | 0 | 2
# `COc1ccccc1N1CCN(S(=O)(=O)c2c[nH]c(=O)[nH]c2=O)CC1` in the list: i | i | -10 | i | -2 | i | i | i | i | -6 | 1

# The list continues.
SMILES,KCNK9 inh,KCNQ1 act,hERG rescue,PolyA inhibitor,GSK3B inh,KCNK3 inh,KCNQ1 inh,RGS4 pot,RGS4 inh,Dyrk1A ADPGlo,GSK3A inh
COc1ccccc1NC(=O)CCc1c(C)[nH]c(=O)c(C#N)c1C,i,i,-6,i,3,i,i,i,i,-2,0
CC(=O)c1cccc(N(C(=O)CNC(=O)c2ccco2)C(C(=O)NC2CCCC2)c2ccncc2)c1 (stereo not drawn),i,i,-2,i,4,i,i,i,i,-3,-2
O=C(OCCC1Oc2cccnc2NC1=O)c1ccc([N+](=O)[O-])cc1 (stereo not drawn),i,i,-1,i,2,.,i,i,i,.,-4
COc1c(O)c(=O)n2c3ccccc3c3ccnc1c32,i,i,-6,i,-1,i,i,i,i,34,0
C=CCc1cccc(/C=N/NC(=O)CCCNc2ccc(C)cc2)c1O,i,i,-13,i,-3,i,i,i,i,2,-1
CCOc1ccc(S(=O)(=O)NCCC(=O)N2CCN(c3ccc(OC)cc3)CC2)cc1,i,i,-5,i,-4,i,i,i,i,2,1
Cc1ccc(S(=O)(=O)Nc2ccccc2F)cc1C(=O)NNC(=O)c1ccccc1O,i,i,-27,i,-1,i,i,i,i,-3,-3
O=c1c2c(-c3ccccc3)ccnc2[nH]n1-c1ccccc1,i,i,-4,i,-7,i,i,i,i,-3,-2
O=c1[nH]c(=S)[nH]c2sccc12,i,i,-3,i,2,i,i,i,i,64*,3
COc1ccc(-c2nnc(SCC(=O)Nc3ncc(C)s3)n2-c2ccccc2)cc1OC,i,i,-6,i,-1,i,i,i,i,-5,-1
COCCn1c(Cc2ccccc2)nnc1SCc1ccc([N+](=O)[O-])cc1,i,i,0,i,3,i,i,i,i,2,0
CN(Cc1cccc(Cl)c1Cl)C(=O)c1ccc(NC(=O)CC#N)cc1,i,i,-11,i,0,i,i,i,i,-1,0
Fc1ccc(Oc2nc(-c3ccccc3)nnc2C(F)(F)F)cc1,i,i,-13,i,1,i,i,i,i,-17,1
COc1cccc(-n2c(C)nc3c(cnn3-c3ccc(C)cc3)c2=O)c1,i,i,-5,i,4,i,i,i,i,0,-1
CCn1c(=O)cc(OCC(=O)NCc2cccnc2)c2ccccc21,i,i,-6,i,-6,i,i,i,i,-2,-1

# An excerpt (hit frequency here may not be typical).
